NOD2 RIPK2 PPI: NOD2-RIPK2 binding disruptors in cells, primary screen, fluorescence, CHO cells, BLA complementation. CCF4 ratio. 0.38% of 360,000 active. inhibition, % at 4.98 µM. AID 624267, 2012; in the data active = inhibition above about 21%;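 also: 0% = vehicle only and 100% = reference blocker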
TLR9-MyD88 inh: inhibitors of TLR9-MyD88 association in cells, primary screen, cell-based, CHO, BLA complementation, fluorescence | inhibition, % at 4.98 µM | 0.21% of 340,000 active | CCF4 FRET ratio | Toll-like receptor 9 (Homo sapiens) + Myeloid differentiation primary response protein …;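 active = inhibition above the mean over all tested compounds plus 3 SD, cut at about 21% in these data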;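 also: 0% = DMSO only wells and 100% = clavulanate BLA inhibitor control wells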
C8 TRAIL sens: viability loss with TRAIL in NB7+C8 cells, primary screen, TRAIL sensitizer project, cell-based, ATPlite luminescence. 1% of 360,000 active. inhibition (viability loss, TRAIL sensitization), % at 10 µM. AID 624354, 2012;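 active = compounds causing at least 50% loss of cell viability in the single-dose screen, relative to plate controls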
NCOA2 inhibitor: inhibition of GAL4-SRC2 driven luciferase reporter, primary screen, SRC2 inhibitor project, cell-based, luminescence. HEK293 GAL4-SRC2 luciferase reporter. inhibition, % at 9 µM. 0.17% of 370,000 active. AID 651957, 2012;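 active = inhibition above the mean inhibition of all tested compounds plus 3 SD, set per campaign, cut at about 52% in these data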;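 also: 0% = DMSO treated cells and 100% = cells given Gossypol at 36 µM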
SRC3 inh: SRC3 coactivator transcriptional activity inhibitors, primary screen, cell-based, luminescence; Nuclear receptor coactivator 3 (Homo sapiens), Q9Y6Q9; HEK293 GAL4-SRC3 luciferase reporter; inhibition, % at 3.6 µM; 0.17% of 360,000 active; AID 588352, 2011;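 active = inhibition above a per-campaign cutoff, the mean of all compounds plus 3 SD, cut at about 60% in these data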;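 also: 0% = DMSO-treated cells and 100% = gossypol-treated cells at 36 µM; higher means less SRC3-driven luciferase light from the GAL4 reporter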
TROY NFkB inh: inhibitors of TROY-driven NF-kB signaling, primary screen, Q293 LMP1-TROYcd cells, NF-kB luciferase, uHTS; Q293 LMP1-TROYcd NF-kB luciferase reporter, 4 h; inhibition, % at 10 µM; 0.98% of 360,000 active;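 active = compounds whose plate-normalised and pattern-corrected inhibition of the luciferase reporter signal at the single screening dose is 50% or more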
Vif inh: HIV Vif self-association inhibitors, primary screen, imaging, HEK293T, single point. HEK293T cells, Vif self-association by quenched fluorescence, 24 h. inhibition, % at 7.49 µM. 0.35% of 340,000 active; in the data active = inhibition above about 50%, passing the limit was not always enough; also: some results filed as inactive read as strong as hits
LRH-1 inv ag: LRH-1 (NR5A2) inverse agonists, primary screen, cell-based, luminescence, HEK293T, StAR-luciferase reporter | LRH-1 transfected, 24 h | Nuclear receptor subfamily 5 group A member 2 (Homo sapiens), O00482 | 0.13% of 360,000 active | AID 602396, 2012 | inhibition, % at 3.6 µM;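 active = inhibition above the mean inhibition of all tested compounds plus 3 SD, cut at about 73% in these data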;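 also: 0% = DMSO wells and 100% = reporter-only cells lacking LRH-1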
SRC1 inh: SRC1 coactivator transcriptional activity inhibitors, primary screen, cell-based, luminescence. Nuclear receptor coactivator 1 (Homo sapiens), Q15788. HEK293 GAL4-SRC1 luciferase reporter. inhibition, % at 3.6 µM. 0.12% of 360,000 active;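 active = inhibition above the campaign mean plus 3 SD, with each screening campaign given its own cutoff, cut at about 60% in these data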;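 also: 0% = DMSO treated cells and 100% = gossypol at 36 µM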
Target sequence (Q15788 whole entry, looked up, the tested form may be a part): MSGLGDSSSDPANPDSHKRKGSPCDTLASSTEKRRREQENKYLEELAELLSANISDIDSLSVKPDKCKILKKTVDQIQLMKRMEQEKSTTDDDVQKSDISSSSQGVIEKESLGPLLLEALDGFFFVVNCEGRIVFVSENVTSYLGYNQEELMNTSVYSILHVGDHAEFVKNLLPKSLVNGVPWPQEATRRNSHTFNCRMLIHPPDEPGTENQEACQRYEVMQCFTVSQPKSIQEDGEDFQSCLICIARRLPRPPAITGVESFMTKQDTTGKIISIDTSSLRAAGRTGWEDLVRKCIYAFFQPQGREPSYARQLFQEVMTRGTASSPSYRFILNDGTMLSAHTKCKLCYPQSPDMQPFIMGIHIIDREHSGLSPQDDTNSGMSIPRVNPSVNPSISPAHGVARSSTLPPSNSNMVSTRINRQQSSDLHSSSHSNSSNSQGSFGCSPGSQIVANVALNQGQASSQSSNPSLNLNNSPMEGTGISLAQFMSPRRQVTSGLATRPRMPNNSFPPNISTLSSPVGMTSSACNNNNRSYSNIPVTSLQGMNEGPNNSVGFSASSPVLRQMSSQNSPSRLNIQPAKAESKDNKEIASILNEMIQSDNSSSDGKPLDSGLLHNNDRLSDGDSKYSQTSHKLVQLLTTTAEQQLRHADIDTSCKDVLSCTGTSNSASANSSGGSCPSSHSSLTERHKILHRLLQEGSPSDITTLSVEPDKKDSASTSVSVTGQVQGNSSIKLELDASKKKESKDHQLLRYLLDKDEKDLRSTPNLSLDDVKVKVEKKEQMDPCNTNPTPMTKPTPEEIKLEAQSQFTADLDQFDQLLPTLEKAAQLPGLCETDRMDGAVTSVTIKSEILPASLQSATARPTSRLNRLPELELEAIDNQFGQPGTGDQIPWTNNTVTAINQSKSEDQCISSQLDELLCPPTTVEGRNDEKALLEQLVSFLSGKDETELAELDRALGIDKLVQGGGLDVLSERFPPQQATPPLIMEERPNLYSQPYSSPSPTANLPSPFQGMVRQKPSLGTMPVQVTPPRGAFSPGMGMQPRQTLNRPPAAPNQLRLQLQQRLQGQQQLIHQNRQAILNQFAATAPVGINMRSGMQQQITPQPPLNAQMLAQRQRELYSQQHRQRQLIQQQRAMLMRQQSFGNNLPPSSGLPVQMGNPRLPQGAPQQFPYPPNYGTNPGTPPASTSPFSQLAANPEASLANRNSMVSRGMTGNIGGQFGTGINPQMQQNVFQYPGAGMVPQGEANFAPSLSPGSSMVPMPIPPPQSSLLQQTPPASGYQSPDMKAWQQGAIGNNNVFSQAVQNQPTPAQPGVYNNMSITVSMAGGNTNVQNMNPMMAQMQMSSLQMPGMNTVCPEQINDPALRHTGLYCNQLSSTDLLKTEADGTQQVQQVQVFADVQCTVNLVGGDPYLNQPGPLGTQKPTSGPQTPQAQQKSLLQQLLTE
LMP1 NFkB inh: EBV LMP1-driven NF-kappaB luciferase reporter inhibitors, primary screen, cell-based, luminescence, single point. inhibition, % at 12.5 µM. AID 504558, 2011. 0.69% of 350,000 active. LMP1-induced NF-kappaB luciferase reporter cells; in the data active = inhibition above about 41%;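 also: 0% = neutral control wells and 100% = reference inhibitor control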
COUP-TFII inh: NR2F2 transcriptional activity inhibitors, primary screen, cell-based, luciferase reporter, HEK293T, luminescence. COUP transcription factor 2 (Homo sapiens), P24468. HEK293T NGFI-A luciferase reporter. inhibition, % at 8.6 µM. 0.7% of 370,000 active. AID 686940, 2013;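 active = inhibition above a per-plate cutoff, mean inhibition of test wells between control levels plus 3 SD, cut at about 38% in these data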;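 also: cells cotransfected with COUP-TFII expression vector driving the NGFI-A reporter; 0% = median of COUP-TF2 test wells and 100% = reporter-only cells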
* marks the source's active call; other numbers are inactive results; · = not tested or not shown. The list is partial; the hit share may differ from the screen's.

SMILES	NOD2 RIPK2 PPI	TLR9-MyD88 inh	C8 TRAIL sens	NCOA2 inhibitor	SRC3 inh	TROY NFkB inh	Vif inh	LRH-1 inv ag	SRC1 inh	LMP1 NFkB inh	COUP-TFII inh
CCOC(=O)/C(=C\C=C1/Sc2cc(OCC)c(OCC)cc2N1CC)C(C)=O	4	-10	-9	-1	-14	7	0	14	-12	0	23
COc1ccccc1CNC(=O)C1CCCN(S(=O)(=O)c2cccc3nsnc23)C1 (centres undefined)	4	7	-3	17	9	-8	-5	-2	27	-4	8
O=S1(=O)Cc2cc3ccccc3cc2C1	-4	-1	4	-26	14	-11	0	-20	-7	9	-4
COc1ccc(/C=N/NC(=O)c2cc3c(OC)ccc(OC)c3[nH]2)cc1O	19	2	24	18	-29	-33	0	21	-4	7	-66
Cc1nn(C)c(C(=O)N/N=C/c2ccc(Br)cc2)c1Cl	-7	-4	-1	10	1	-13	·	-1	-19	-4	2
CC1CCCC(NC(=O)Cn2cc(Br)ccc2=O)C1C (centres undefined)	-3	2	-3	-1	4	-7	-1	2	6	-4	4
COc1ccc(C(C(=O)NC2CCCCC2)N(C(=O)c2ccccn2)c2cccnc2)cc1 (centres undefined)	1	6	-4	12	6	7	-1	-3	11	-2	-5
COc1ccc(C)cc1NC(=O)CSc1nnc(CC(=O)Nc2cccc(C(F)(F)F)c2)n1C	-5	-6	-12	-1	11	0	-7	20	-5	3	9
CCOc1cc(NC(=S)NCc2ccco2)c(OCC)cc1NC(=O)C1CC1	11	-1	-14	-9	9	-1	9	14	3	-3	-7
O=C(N=Nc1c(O)[nH]c2ccc([N+](=O)[O-])cc12)c1ccccc1Cl	7	-6	-18	3	-32	-21	-6	-10	-1	3	2
Cc1nn(C)c2ncc(C(N)=O)c(Oc3ccc(Cl)cc3)c12	-10	·	0	4	21	13	-4	-3	-6	·	15
Cc1ccc(C(CNS(=O)(=O)c2ccc(Cl)cc2)N2CCN(C)CC2)cc1 (centres undefined)	7	10	-7	13	17	-13	11	7	-4	-5	-6
Cc1cc(C(=O)CN2C(=O)NC(C)(c3cc(F)ccc3F)C2=O)c(C)n1C1CC1 (centres undefined)	-2	6	-2	3	0	13	-7	30	5	2	-6
COc1ccc2nc(C)cc(SCC(=O)N/N=C/c3cccc4ccccc34)c2c1	4	0	17	-12	15	41	-6	14	-12	29	4
COc1ccc(CCNC(=O)C2CCN(S(=O)(=O)N3CCOCC3)CC2)cc1OC	-11	-5	-5	-19	14	-16	·	-16	-9	1	-22
COc1ccc(-c2nnsc2N2C(=O)c3ccccc3C2=O)cc1	-16	·	3	5	-11	-8	32	12	-8	·	2
O[C@H]1COC2C1OC[C@@H]2O (some centres undefined)	-11	6	-12	-26	-2	11	-1	14	-17	-16	14
Cc1nc(Nc2ccccc2)c2oc3ccc(Cl)cc3c2n1	3	9	13	-57	-41	-23	-11	-55	-52	-18	-10
COc1ccccc1NS(=O)(=O)c1cccc(C(=O)NCC(c2cccs2)N2CCOCC2)c1 (centres undefined)	5	1	-14	22	8	18	18	-5	-3	-2	-6
COC(=O)CC1=C(C(=O)OC)[C@@H](c2ccccc2[N+](=O)[O-])C(C#N)=C(N)O1	-3	-9	8	-12	4	-6	-2	10	9	-6	3
CCCCN(C)C(=O)c1cc2cc3ccc(OC)cc3nc2o1	-6	5	11	-53	-40	-23	-7	-88	-36	-30	-38
CCCCn1c(SCC(=O)Nc2nnc(C)s2)nnc1-c1ccncc1	-14	13	-7	20	14	-5	-4	0	-8	4	-10
CCOc1ccc(N2CC(C(=O)Nc3ccc(OC)c(S(=O)(=O)N4CCCCC4)c3)CC2=O)cc1 (centres undefined)	-9	8	2	-20	6	-3	1	24	-2	6	18
Cc1ccc(NC(=O)CCC(=O)NNC(=O)c2ccco2)cc1C	-4	7	6	-11	11	2	0	0	2	-6	-20
O=S(=O)(NC1CCCCC1NCc1ccco1)c1ccccc1 (centres undefined)	5	-1	-15	-4	4	-3	-1	2	1	-11	2

(further entries)
SMILES	NOD2 RIPK2 PPI	TLR9-MyD88 inh	C8 TRAIL sens	NCOA2 inhibitor	SRC3 inh	TROY NFkB inh	Vif inh	LRH-1 inv ag	SRC1 inh	LMP1 NFkB inh	COUP-TFII inh
O=C(NCc1ccccc1)C1c2ccccc2OCC(=O)N1CC(F)(F)F (centres undefined)	-4	·	-7	-6	·	1	·	-10	·	·	4
COC(=O)c1ccc(C(C2C(=O)CC(C)(C)CC2=O)C2C(=O)CC(C)(C)CC2=O)cc1	6	-8	-7	-2	15	-8	-4	10	2	-2	0
COc1cccc(CNC(=O)CCC(=O)N2CC(C)Oc3ccccc32)c1OC (centres undefined)	3	-8	7	13	-31	1	3	12	-8	2	-45
Fc1cccc(Nc2nc(N3CCOCC3)nc(N3CCOCC3)n2)c1	0	1	-4	-26	-3	6	15	22	2	7	-10
C=CCc1ccccc1OCC(O)CN(CC)CC (centres undefined)	16	-5	4	1	-6	-29	-9	14	-3	2	3
COc1ccc(OC)c(CCNC(=O)Cc2ccc(NC(=O)C3=C(C)OCCS3)cc2)c1	2	-7	15	-96	-39	-11	-8	-12	-24	-7	-6
O=C(CN1C(=O)NC2(CCCCC2)C1=O)Nc1cc(C(F)(F)F)ccc1N1CCCC1	-8	-1	8	-6	1	10	-2	0	8	0	-8
CCn1c(SCC(=O)Nc2cccc(C)c2)nc2c(c1=O)SC(C)C2 (centres undefined)	-1	8	36	-22	3	0	·	7	6	6	-13
COC(=O)C1(C(=O)OC)C/C=C\CN(S(=O)(=O)c2ccccc2[N+](=O)[O-])CCC1	-4	·	5	-9	·	4	·	-4	·	·	2
O=C(CSc1n[nH]c(=O)n1-c1ccc2c(c1)OCCO2)Nc1ccccc1	-12	5	3	-8	13	0	0	9	-36	9	20
COc1ccc(C(NC(N)=O)c2ccccc2)cc1 (centres undefined)	-7	-63	3	5	11	4	-1	14	-3	5	-6
COc1ccc(-c2n[nH]c(C)c2-c2cc(OC)ccc2O)cc1	-1	6	-7	10	8	-6	28	15	-1	2	11
COc1cccc(C(=O)Nc2c(F)cccc2F)c1	5	6	6	-7	21	-22	0	-3	-9	6	17
CCN(CC)C(=O)N1CCC(NC(=O)c2ccccc2)CC1	1	-3	-9	-3	4	-4	1	-20	-11	4	4
CC(C)(C)c1cnnn1-c1ccc(NC(=O)c2ccc3c(c2)OCO3)cc1	-2	8	-1	-22	0	-5	·	-29	-34	-26	-5
C#CCOCCOCCOCCNc1nc(N2CCN(C(=O)[C@H](CCCCN)n3cc(C(N)[C@H](C)CC)nn3)CC2)nc(N2CCN(C(=O)[C@H](CCC(=O)O)n3cc(C(N)[C@H](C)CC)nn3)CC2)n1 (some centres undefined)	-2	-2	11	·	-22	-6	-2	-2	-20	9	·
CC(C)(C)[C@H]1C=C(C(=O)O)O[C@@H](OCc2ccc(CO)cc2)C1	-1	7	7	-17	9	-12	46	-12	-10	-8	1
CCOC(=O)C1=C(C)Nc2ccccc2S1	-9	-2	2	11	-9	14	0	0	-4	-4	-6
O=c1cc(CSc2nnc(COc3ccc(Cl)cc3)o2)c2ccccc2[nH]1	-1	-2	-2	7	-6	8	-4	-8	-6	2	-1
O=C(O)CSc1nnc(COc2ccc([N+](=O)[O-])cc2)n1-c1ccccc1	-18	5	-6	-4	12	-9	-6	16	-13	-4	-2
CC(C)CCC1(C)NC(=O)N(CC(=O)NCC(=O)Nc2ccc(F)c(F)c2F)C1=O (centres undefined)	-3	-3	-8	4	-5	-17	-3	-10	-5	-1	-7
O=C(CSc1nnc2n1CCCN2)c1ccccc1	-4	·	-11	-22	-22	-18	-4	-16	-24	·	-3
O=C1Nc2ccccc2N=C(c2ccccc2)C1Br (centres undefined)	-4	0	-12	-49	-12	-38	-3	-12	-62	10	-17
COc1ccc(S(=O)(=O)Nc2ccc3c(c2)C(=O)N([C@H](C)CO)C[C@H](C)[C@@H](CN(C)S(=O)(=O)c2ccc(OC)cc2)O3)cc1	10	-5	-10	-3	2	0	3	-8	3	1	-8
CC(Sc1ccc(S(=O)(=O)N2CCN(C)CC2)cn1)C(=O)NC1CCCCC1 (centres undefined)	0	-2	11	-7	-7	15	0	-25	-1	0	-10

Remaining list, next part:
SMILES	NOD2 RIPK2 PPI	TLR9-MyD88 inh	C8 TRAIL sens	NCOA2 inhibitor	SRC3 inh	TROY NFkB inh	Vif inh	LRH-1 inv ag	SRC1 inh	LMP1 NFkB inh	COUP-TFII inh
Cc1ccc(S(=O)(=O)NCC(=O)OCC(=O)c2ccc(Br)s2)cc1	1	-8	10	5	10	-19	·	-9	6	-3	-31
[N-]=[N+]=N[C@@H](CCN1CC[C@H](NC(=O)OCc2ccccc2)CCC1=O)c1ccccc1	-3	3	-1	-25	-23	-2	-1	17	-5	2	6
CNC(=S)NNC(=O)CCn1nc(C)c(Br)c1C	-4	-2	-1	-3	-10	8	16	10	9	0	9
COc1cccc(CNc2ccc(C(=O)O)cc2)c1OCc1ccccc1	-7	2	-1	4	2	-4	14	17	-13	-2	9
Cc1ccc(N2C(=O)[C@@H]3C(C(=O)CN4C(=O)c5ccccc5C4=O)=NN[C@@H]3C2=O)c(C)c1	-6	·	6	-15	0	10	·	-12	-43	·	-9
CC(=O)N1CCN(c2ccccc2NC(=O)c2cccs2)CC1	-5	3	11	-3	1	1	13	0	8	8	4
CCOc1cc(C(=O)OCC(=O)Nc2cc(C)on2)cc(OCC)c1OCC	2	-4	16	-15	-13	14	31	19	2	0	21
CCN(CC)CCN1C(=O)C2C(C(=O)Nc3ccc(C(C)C)cc3)C3C=CC2(O3)C1C(=O)NC1CCCCC1 (centres undefined)	-5	1	-7	22	2	-11	-2	4	-4	-10	-7
COc1ccc(C)cc1S(=O)(=O)N1CCC(C(=O)N2CCN(C)CC2)CC1	-5	-6	-3	26	16	2	-7	15	-15	0	-12
COc1c(Br)cc([N+](=O)[O-])c(OC)c1C(=O)NC(=O)Nc1cc(Cl)cc(Cl)c1	8	1	25	12	13	52*	-7	2	4	0	-3
Cc1cc(C)n2c(SCC#N)nnc2n1	3	-6	9	-9	1	0	20	4	-6	-1	15
Cc1ccc(CCNC(=O)c2coc3nc4ccccc4nc23)cc1	9	2	2	-1	4	9	-3	21	-3	9	-13
O=Cc1ccc(C(=O)OCC(=O)NCc2ccco2)cc1	-6	8	-5	-9	-13	-2	16	4	-11	-7	-19
COc1ccccc1NC(=O)Nc1ccccc1N1CCOCC1	4	4	-20	-1	0	12	9	6	-30	-12	2
O=C(Nc1nccs1)C1CC(=O)N(c2ccc(Cl)cc2)C1 (centres undefined)	-13	-8	-20	-3	-1	-3	-2	-12	3	-9	-6

Source: PubChem BioAssay (several laboratories)
